Compound activity (PubChem)
FBW7 activator = activators of human E3 ligase FBW7; 650,000 tested, 0.13% active; AID 1259310; normalized activity (activation), % at 26.1 µM; AlphaScreen FBW7–phospho-cyclin E peptide binding, activator screen; in the data active means normalized activity above about 1.9%;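 further: purified mutant Fbw7 with reduced substrate affinity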
GPR151 activ = activates the human receptor GPR151 | 650,000 tested, 1% active | Q8TDV0 | PathHunter beta-arrestin GPR151 cells, luminescence | activation, % at 11.2 µM; in the data active means activation above about 4.9%;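 further: 0% = median of compound wells and 100% = cells with positive control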
Target sequence (Q8TDV0 whole entry, looked up): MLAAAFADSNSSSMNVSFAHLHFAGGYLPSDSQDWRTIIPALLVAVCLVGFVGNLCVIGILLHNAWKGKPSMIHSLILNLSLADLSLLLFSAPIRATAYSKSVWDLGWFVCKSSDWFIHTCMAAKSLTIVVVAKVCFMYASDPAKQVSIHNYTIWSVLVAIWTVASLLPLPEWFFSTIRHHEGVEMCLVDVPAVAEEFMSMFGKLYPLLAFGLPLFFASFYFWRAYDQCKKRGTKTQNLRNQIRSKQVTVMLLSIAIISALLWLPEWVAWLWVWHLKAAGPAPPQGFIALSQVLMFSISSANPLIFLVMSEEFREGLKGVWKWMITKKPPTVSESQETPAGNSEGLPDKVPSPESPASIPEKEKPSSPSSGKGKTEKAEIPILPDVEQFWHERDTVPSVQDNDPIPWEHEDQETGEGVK
MITF primary = blocks human microphthalmia-associated transcription factor. 650,000 tested, 0.91% active. AlphaScreen MITF homodimerization, bead proximity signal. O75030. inhibition, % at 2.6 µM; in the data active means inhibition above about 50%;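 further: 0% = vehicle wells with protein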
Target sequence (O75030 whole entry, looked up): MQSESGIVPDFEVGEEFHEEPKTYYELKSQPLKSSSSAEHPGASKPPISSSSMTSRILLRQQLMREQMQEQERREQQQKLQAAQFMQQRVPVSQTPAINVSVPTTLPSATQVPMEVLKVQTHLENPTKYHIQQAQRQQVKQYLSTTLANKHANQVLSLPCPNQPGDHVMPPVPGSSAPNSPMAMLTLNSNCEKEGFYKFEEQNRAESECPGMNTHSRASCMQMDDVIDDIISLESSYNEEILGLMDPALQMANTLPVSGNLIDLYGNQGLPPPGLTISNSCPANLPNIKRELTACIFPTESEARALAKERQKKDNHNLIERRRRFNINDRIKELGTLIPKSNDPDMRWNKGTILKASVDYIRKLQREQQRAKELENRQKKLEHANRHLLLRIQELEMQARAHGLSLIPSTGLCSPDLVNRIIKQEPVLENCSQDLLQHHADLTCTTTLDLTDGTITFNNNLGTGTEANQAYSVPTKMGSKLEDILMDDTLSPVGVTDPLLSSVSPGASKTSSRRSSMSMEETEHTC
TEAD-YAP block = TEAD-YAP interaction inhibition | HEK-TIYL cells, TEAD-Gal4/YAP UAS-luciferase luminescence | inhibition, % at 9.12 µM | 640,000 tested, 1.4% active; in the data active means inhibition above about 32%;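 further: 0% = median of test compound wells and 100% = reference inhibitor wells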
* hit, by the source's call.

Structure	FBW7 activator	GPR151 activ	MITF primary	TEAD-YAP block
CCN1CCc2c(sc(NC(=O)c3ccc(S(=O)(=O)N4CCCCC4C)cc3)c2C(=O)OC)C1 (stereo unspecified)	0.3	-1.3	12	7
O=[N+]([O-])c1ccc(N2CCCC2)cc1NCCN1CCOCC1	0.4	-0.2	10	8
Cc1ccccc1CN1C(=O)C(O)(CC(=O)c2ccc3c(c2)CCCC3)c2ccccc21 (stereo unspecified)	-0.2	2.0	-11	-2
COc1ccc(O)c(-c2cn[nH]c2-c2cccs2)c1	-0.1	-0.2	0	6
COC(=O)c1sc2ccccc2c1NC(=O)c1ccccc1F	0.0	-1.8	18	-2
Cc1cc(C)c(NC(=O)C(C)N(c2ccccc2)S(C)(=O)=O)c(C)c1 (stereo unspecified)	-0.1	0.9	-1	10
N=C1Sc2ccccc2C2=NCCCN12	-0.1	0.8	-6	-9
CC(=O)Nc1ccc(N/C=C(/C#N)c2nc(-c3ccc(C)cc3C)cs2)cc1	-0.1	0.5	-12	-6
COCc1cc(/C=N/NS(=O)(=O)c2ccc(C)cc2)ccc1OC	0.1	-1.5	10	7
CCN1C(=O)/C(=C/c2cc(OC)c(O)c(OC)c2)C(=O)NC1=S	-0.3	0.7	5	0

Next part.
Structure	FBW7 activator	GPR151 activ	MITF primary	TEAD-YAP block
Cc1cc(C)cc(OCC(=O)Nc2nc3ccc(S(C)(=O)=O)cc3s2)c1	0.1	-0.2	-1	2
CCC(C)(C)C1CCc2c(sc(NC(=O)c3ccc(Cl)cc3[N+](=O)[O-])c2C(=O)OC)C1 (stereo unspecified)	0.0	0.8	14	4
Nc1nc(NCc2ccc(Br)cc2)nn1-c1ccccc1	0.1	-0.5	19	3
Cc1cc(C)nc(SCC(=O)N2CCOCC2)n1	0.3	-1.3	22	-1
CCN(CC)C(=O)c1ccc(S(=O)(=O)Cc2ccccc2F)c([N+](=O)[O-])c1	0.7	-1.3	9	5
COc1ccc2nc(SCC(=O)c3ccco3)[nH]c2c1	0.2	-3.3	17	-35
O=c1c2ccccc2nc(SCc2cc(F)cc3c2OCOC3)n1Cc1cccs1	0.2	1.6	-9	-7
Cc1ccc(S(=O)(=O)Nc2noc3ccccc23)cc1	0.0	0.6	-1	4
CC(C)C[C@@H]1NC(=O)[C@H]2CN(Cc3nc(-c4ccc(F)cc4)cs3)CCN2C1=O	0.9	-0.5	6	-10
COCC(=O)Nc1ccccc1N1CCN(c2ccc(F)cc2)CC1	0.0	1.6	10	-8

Reprinted at random: 6 compounds from above, in no set order.
Structure	FBW7 activator	GPR151 activ	MITF primary	TEAD-YAP block
Cc1ccc(S(=O)(=O)Nc2noc3ccccc23)cc1	0.0	0.6	-1	4
CC(C)C[C@@H]1NC(=O)[C@H]2CN(Cc3nc(-c4ccc(F)cc4)cs3)CCN2C1=O	0.9	-0.5	6	-10
CCN(CC)C(=O)c1ccc(S(=O)(=O)Cc2ccccc2F)c([N+](=O)[O-])c1	0.7	-1.3	9	5
COc1ccc2nc(SCC(=O)c3ccco3)[nH]c2c1	0.2	-3.3	17	-35
O=c1c2ccccc2nc(SCc2cc(F)cc3c2OCOC3)n1Cc1cccs1	0.2	1.6	-9	-7
CCC(C)(C)C1CCc2c(sc(NC(=O)c3ccc(Cl)cc3[N+](=O)[O-])c2C(=O)OC)C1 (stereo unspecified)	0.0	0.8	14	4

Remaining list, next part
Structure	FBW7 activator	GPR151 activ	MITF primary	TEAD-YAP block
O=C1CN(c2ccc(Cl)cc2)C(=O)N1Cc1ccccc1	0.1	0.4	5	-1
O=C(CCCn1c(=S)[nH]c2ccccc2c1=O)NCCc1ccc(Cl)cc1	0.1	-1.0	14	4
CC(C)[C@H]1NC(=O)[C@H]2CN(C(=O)c3cccc(F)c3F)CCN2C1=O	-0.1	0.1	6	-1
O=C1N[C@@H](Cc2ccc(O)cc2)C(=O)N2CCN(Cc3ccc4ncccc4c3)C[C@H]12	-0.5	-1.1	-10	5
COc1cc(/C=N\Nc2ccc([N+](=O)[O-])cn2)cc(OC)c1O	0.0	0.9	8	9
CCOC(CNC(=O)c1ccc2cc[nH]c2c1)(OCC)c1ccncc1	-0.2	7.3*	5	-6
CC1C(O)=C(c2nc3ccccc3[nH]2)C(=N)N1c1ccccc1 (stereo unspecified)	0.8	-1.0	14	-18
CN(c1cccc(NC(=O)c2ccc(I)cc2)c1)S(C)(=O)=O	0.0	0.7	12	-15
O=C1C(C=NCCCN2CCOCC2)=C(O)c2ccccc21	-0.1	0.0	-9	-3
Nc1ccc(Oc2cccc(O)c2)cc1	0.7	0.6	9	2

The listing continues.
Structure	FBW7 activator	GPR151 activ	MITF primary	TEAD-YAP block
Cc1ccc(CN2C(=O)N(C)S(=O)(=O)c3ccccc32)cc1	-0.1	3.1	9	-2
CN1C2=C(C#N)C(=O)C(c3ccccc3)N2c2ccccc21 (stereo unspecified)	0.0	3.2	-6	-6
CCN(c1cccc(C)c1)S(=O)(=O)c1ccc2[nH]cc(C(=O)N3CCc4ccccc43)c(=O)c2c1	0.0	0.2	8	4
Cc1ccccc1COc1cn(CC(=O)N2CCOCC2)c(C)cc1=O	0.0	-1.1	4	-14
CCOC(=O)C1=C(C)N=c2s/c(=C\c3cccs3)c(=O)n2C1c1ccc(Cl)cc1 (stereo unspecified)	0.0	-0.3	-18	-6
COc1c(OC(C)=O)ccc(/C=N\NC(=O)COc2cccc(Cl)c2)c1[N+](=O)[O-]	0.2	-1.0	10	5
COc1ccc(CCNC(=O)Cn2nc(-c3ccccc3)ccc2=O)cc1OC	0.2	0.1	6	0
CC1(C)C(=O)Nc2ccc(-c3ccc(F)cc3)cc21	-0.1	-0.2	-9	6
Cc1ccc(S(=O)(=O)N2CCC(C(=O)NCCCN3CCCC3=O)CC2)cc1	0.1	0.2	-20	1
Cc1ccc([N+](=O)[O-])cc1S(=O)(=O)NCCOC12CC3CC(CC(C3)C1)C2	0.0	1.1	-2	0

Just TEAD-YAP block and GPR151 activ, for two of the compounds above:
| Molecule | TEAD-YAP block | GPR151 activ |
| --- | --- | --- |
| COc1c(OC(C)=O)ccc(/C=N\NC(=O)COc2cccc(Cl)c2)c1[N+](=O)[O-] | 5 | -1.0 |
| CCN(c1cccc(C)c1)S(=O)(=O)c1ccc2[nH]cc(C(=O)N3CCc4ccccc43)c(=O)c2c1 | 4 | 0.2 |

The listing continues.
Structure	FBW7 activator	GPR151 activ	MITF primary	TEAD-YAP block
COC(=O)C1CN(c2cccc(Cl)c2)N=C1C(C)=O (stereo unspecified)	0.0	0.0	10	-5
CC(=O)Nc1ccc(C2C3=C(COC3=O)Nc3cc4c(cc32)OCO4)cc1 (stereo unspecified)	-0.1	-0.8	11	-11
CSc1cccc(NC(=O)COc2c(C)cccc2C)c1	0.2	1.1	2	-7
O=C(Nc1cccc(F)c1)c1cnc2ccccn2c1=O	-0.1	-0.4	-4	-63
Cc1ccc(N=Cc2nc(-c3ccccc3Br)oc2O)c([N+](=O)[O-])c1	0.0	0.7	5	-4
COc1ccc(OC)c(S(=O)(=O)NCc2cccnc2)c1	-0.3	-0.6	-5	0
CC(=O)N1CCc2c(sc(NC(=O)c3ccc(S(=O)(=O)N(C)C)cc3)c2C(N)=O)C1	-0.1	0.8	-2	18
COc1ccc(N2C(=O)CN(CC(O)CO)CC2(C)C)cc1 (stereo unspecified)	-0.1	-0.3	-9	-11
CCOC(=O)c1sc(NC(=O)c2ccoc2C)c(C(=O)OCC)c1C	-0.1	-0.2	0	-8
CCOC(=O)c1[nH]c(C)c(C(=O)NCCc2ccc(OC)c(OC)c2)c1C	-0.2	1.0	11	-2

Remaining list, next part
Structure	FBW7 activator	GPR151 activ	MITF primary	TEAD-YAP block
CCOC(=O)c1sc(NC(=O)C2CC=CCC2C(=O)O)c(C(=O)OCC)c1C (stereo unspecified)	-0.1	2.7	4	6
CCc1ccc(Nc2ncnc3c2c(-c2ccccc2)cn3-c2ccc(Cl)cc2)cc1	0.0	1.5	4	6
Cc1ccc(C(=O)Nc2ccc3c(c2)CCC3)o1	0.0	-4.6	1	-53
Oc1oc(-c2ccc(Br)cc2)nc1C=Nc1ccccc1	0.2	0.0	14	12
CC(C)c1ccc2oc(-c3ccc(NC(=O)c4ccc(Br)cc4)cc3)nc2c1	-0.1	0.6	12	-2
CCOc1ccccc1C(=O)OCC(=O)NCC(F)(F)F	0.0	-0.4	7	3
Cc1cccc(NC(=O)CSc2nc3sc4c(c3c3ncnn23)CC(C)(C)OC4)c1	0.1	-0.3	-6	8
Cn1c(=O)cc(OCCCC(=O)NCCC2=CCCCC2)c2ccccc21	-0.1	-0.7	14	-4
Cc1ccc(-c2ncn(-c3ccc(Nc4ncc(F)c(-c5cccc(N6CCOCC6)c5)n4)cc3)n2)cn1	0.1	1.6	-8	28
CC1CN(CCOCCOc2ccccc2)CC(C)O1 (stereo unspecified)	-0.1	-1.2	30	3

Next records
Structure	FBW7 activator	GPR151 activ	MITF primary	TEAD-YAP block
COc1ccc(CCNC(=O)c2cc(Cl)ccc2OC)cc1OC	-0.1	0.6	5	-12
Cc1cc(Br)ccc1OCC(=O)NCc1ccc(F)cc1	0.1	-0.4	4	1
Cc1ccc(NC(=O)COc2ccc(CO)cc2Br)cc1	-0.1	0.6	2	-24
Cc1cc(C)c(S(=O)(=O)Nc2ccccc2[N+](=O)[O-])c(C)c1	0.0	2.3	10	6
COc1cc(/C=C2\N=C(c3ccc([N+](=O)[O-])cc3)OC2=O)ccc1OC(C)=O	0.1	-0.7	1	3
COc1ccc(C(=O)C(Cc2cc(C(C)=O)ccc2OC)N2CCCC2)cc1 (stereo unspecified)	-0.1	-0.9	4	-5
C=CCc1cc(C)ccc1OCCOCCNCCN	-0.1	-1.2	23	-2
CC1=C(C(=O)Nc2ccccn2)C(c2ccc3c(c2)OCO3)C2=C(CC(C)(C)CC2=O)N1 (stereo unspecified)	0.6	-0.7	15	-3
CNC(=O)/C(=C\c1ccco1)NC(=O)c1ccco1	0.0	2.7	5	-1
Cc1ccc(NC(=O)c2ccc(OC(=O)CN3C(=O)c4ccccc4C3=O)cc2)cc1	0.0	1.9	-8	-47

The list continues.
Structure	FBW7 activator	GPR151 activ	MITF primary	TEAD-YAP block
Cc1noc(NS(=O)(=O)c2ccc(NC(=O)c3ccc(Cl)c(Cl)c3)cc2)c1C	-0.1	0.5	8	5
COc1ccc(-c2csc(NC(=O)c3ccccc3NS(=O)(=O)c3ccc(C)cc3)n2)cc1	0.0	0.7	-5	38*
COC(=O)CSC1=C(C#N)C(=O)NC(c2ccco2)S1 (stereo unspecified)	0.1	0.1	14	6
CCOc1ccc(-c2n[nH]c3c2C(c2ccccc2OC)NC3=O)cc1 (stereo unspecified)	0.1	0.2	9	18
CCOC(=O)c1c(NC(=O)c2ccc(C#N)cc2)sc2c1CCCC2	0.0	-0.7	-4	7
O=C(NCc1ccco1)/C(=C/c1ccc(-c2ccccc2Cl)o1)NC(=O)c1ccccc1	0.3	0.6	10	1
CCn1ccnc1CN(C)Cc1ccccc1OCC(O)CN1CCc2ccccc2C1 (stereo unspecified)	-0.2	0.1	-24	5
CCOC(=O)CSC1=C(C#N)C(c2ccc(Cl)cc2)CC(=O)N1 (stereo unspecified)	0.0	-1.2	-1	-13
CCOC(=O)c1sc(NC(=O)Cn2ccc([N+](=O)[O-])n2)c(C(=O)OCC)c1C	0.6	-0.7	5	-4
COc1ccc(-c2nc(O)c3c4ccccc4c(=O)[nH]n23)cc1	0.1	-0.5	10	-5

More structures follow:
Structure	FBW7 activator	GPR151 activ	MITF primary	TEAD-YAP block
COc1ccc(N2C(=O)[C@@H]3C[C@H]2CN3C(=O)CC2CCCC2)cc1Cl	-0.2	-0.3	-3	-14
O=C(CC1C(=O)NCCN1Cc1cccc(F)c1F)NCCCn1ccc2ccccc21 (stereo unspecified)	0.1	-0.6	5	-8
O=C(NC1CCCc2ccccc21)c1ccc(NC2=NC3CS(=O)(=O)CC3S2)cc1 (stereo unspecified)	0.0	-0.5	0	-3
COc1ccc(CCNC(=O)CSC2=Nc3ccccc3C3=NC(Cc4ccccc4)C(=O)N23)cc1OC (stereo unspecified)	-0.1	-0.6	5	23
O=C(CN1CCCCCCC1)N/N=C/c1ccccc1F	0.2	0.0	30	10
COCC(C)NC(=O)c1cc(-c2ccccc2OC)on1 (stereo unspecified)	0.2	1.0	10	-41
CCOC(=O)c1c(NC(=O)c2cccc(Br)c2)sc2c1CCC2	0.4	-0.5	1	-7
COc1ccc(-c2nc(N3CCC(C)CC3)[nH]c(=O)c2C#N)cc1	0.5	0.7	10	3
Cc1nc2cc(NC(=O)c3ccc(S(=O)(=O)N4CCCCC4C)cc3)ccc2s1 (stereo unspecified)	0.0	0.2	-7	13
Cc1ccc2nc(-c3ccc(S(=O)(=O)N4CCCCCC4)cc3)cn2c1	0.2	1.9	12	29

Further compounds follow.
Structure	FBW7 activator	GPR151 activ	MITF primary	TEAD-YAP block
O=C1C2C(C(=O)N1c1ccc(Br)cc1)N1CCCN1C2c1ccccc1 (stereo unspecified)	0.0	-0.2	-1	2
Cc1nc2ccc(C(=O)NCC3CCC4(CCN(C(=O)CC(C)C)CC4)O3)cc2nc1C (stereo unspecified)	0.7	-0.5	15	4
COc1ccc(CC(=O)NCc2nnc(SCC(=O)N3CCc4ccccc43)n2-c2cc(C)ccc2C)cc1	-0.1	-0.4	-22	19
COCCNC(=O)C(C)Oc1ccccc1 (stereo unspecified)	-0.1	0.2	1	-1
C=CCSc1nc2ccccc2n1C(=O)/C=C/c1ccc(F)cc1	0.3	-0.5	16	-4
CCCCc1c(C)nc(Nc2ccc(OC)cc2)[nH]c1=O	0.3	0.3	27	6
O=C1c2cccc(N3CCOCC3)c2C(=O)c2c1cccc2N1CCOCC1	-0.2	-0.8	6	-9
O=C(Cn1cnc2ccccc21)N1CCN(Cc2csc(-c3ccccc3)n2)CC1	-0.1	1.5	21	46*
N=C1SCC(=O)N1c1nonc1NC=O	-0.1	0.5	6	-1
N#Cc1ccccc1NCc1ccccc1	-0.1	-0.4	-8	-14
O=C(c1cccc(I)c1)N1CCN(c2ncccn2)CC1	1.6	-2.6	5	9
